Growth percent in the NCI-60 one-dose screen (48 h, 10 µM unless noted): 100 = growth as untreated, 0 = no growth, -100 = all killed.
HOP-92: HOP-92 NSCLC cells; 6.3% of 71,000 active
CCRF-CEM: CCRF-CEM leukemia | 7% of 77,000 active | AID 1794778
EKVX: EKVX NSCLC; 3% of 71,000 active; AID 1794765
MDA-MB-435: MDA-MB-435 melanoma; 7.8% of 82,000 active
HOP-62: HOP-62 NSCLC; 3.9% of 80,000 active
RPMI-8226: RPMI-8226 leukemia cells. AID 1794781. 7.5% of 77,000 active
M14: M14 melanoma; 6.2% of 80,000 active; AID 1794745
A549/ATCC: A549/ATCC NSCLC; 3.7% of 81,000 active; AID 1794740
The depositor's hits bear a star; / = no result given; & = joins results of further samples; [ ] = dose if it differs, or a comment. Rule for the calls: active = growth percent below 10; inactive = the rest. Rows were taken by chance; about 13% have a hit in one of these screens.

SMILES	HOP-92	CCRF-CEM	EKVX	MDA-MB-435	HOP-62	RPMI-8226	M14	A549/ATCC
COc1cc(/C=C/C(=O)c2cnn(-c3cc(=O)[nH]c4ccccc34)c2C)cc(OC)c1OC	23	-19*	4.0*	21	-1.9*	-12*	20	7.4*
Cc1ccc(-c2csc3nc(C)c(CCCl)c(=O)n23)cc1	81	104	77	97	88	84	103	98
Cn1cc(-c2nnc(-c3ccccc3)s2)c2cc(Br)cnc21	42	-13*	63	93	74	86	101	83
O=C(NNC(=O)c1cccc([N+](=O)[O-])c1)c1cccc([N+](=O)[O-])c1	103	92	101	106	82	91	99	94
S=C1Nc2c(sc3ccc(Cl)cc23)C(c2ccc3ccccc3c2)N1 (stereo not drawn)	74	103	85	103	90	/	92	93
Cc1c(C(=O)N[C@H](CO)Cc2ccccc2)[nH]c2ccc(Cl)cc2c1=O	95	95	94	89	100	92	98	87
COc1ccc(-n2ncn(Cc3nc(-c4ccc(Cl)cc4)n[nH]3)c2=O)cc1	78	80	103	106	85	95	94	75
Cc1ccc(S(=O)(=O)Oc2ccc3c(ccn3C(=O)C34CC5CC(CC(C5)C3)C4)c2)cc1	90	96	97	103	93	/	104	98
CCOC(=O)c1ccc(NCCC(=O)O)cc1	89	98	122	116	96	115	104	103
CCCC1OCC(Cl)(Cl)C(c2ccccc2)O1 (stereo not drawn)	97	115	108	106	/	114	112	101
COCCOC(=O)c1ccc2nc([C@@H](C)[C@H]3CC[C@H]4[C@@H]5CCC6=CC(=O)CC[C@]6(C)[C@H]5CC[C@]34C)[nH]c2c1	86	61	77	86	96	49	84	83
CN(C)CCCOc1cccc(NC2=C(Cl)C(=O)C(Nc3cccc(OCCCN(C)C)c3)=C(Cl)C2=O)c1	-74*	-38*	-96*	-66*	-85*	-47*	-76*	52
COc1cc2oc(-c3ccc(NC(=O)c4ccc(Cl)cc4)cc3)cc(=O)c2c(OC)c1OC	79	95	98	98	76	90	89	94
O=C(O)C1CSC(c2cccs2)N1 (stereo not drawn)	/	95	102	103	115	95	/	101
COc1cc(C(=O)NNC(=O)c2ccccc2C(=O)O)cc(OC)c1OC	55	5.0*	83	60	52	11	51	53
CCC[n+]1cccc(C(N)=O)c1	/	/	96	102	105	/	99	111
O=C(O)C1CCC(C(=O)O)CC1 (stereo not drawn)	99	103	110	112	100	100	/	103
CCCC(=O)c1ccc(O)cc1	80	95	102	102	81	91	96	92
CCCCCCCCCCCCCCCCCCCCC/C=C\C[C@H](O)C/C=C1/C(=O)C=C[C@@H]1C/C=C\CCCC(=O)OC	66	113	95	99	89	99	94	102
CC(=O)N1c2ccccc2NC2=C(C(=O)NC2(C)C)C1c1ccco1 (stereo not drawn)	67	81	96	-19*	112	63	69	96
Cc1ccc(C)c2c1CCC2C(C)C (stereo not drawn)	94	94	102	108	101	97	95	87
Cn1c(=O)c2[nH]c(N/N=C/c3cccc(Br)c3)nc2n(C)c1=O	/	83	115	104	109	82	104	96
Cc1c2ccccc2nc2c1ccc1cccnc12	106	78	63	83	105	65	85	60
O=C(c1ccc(Nc2nccc(NCCCNc3ccnc4cc(Cl)ccc34)n2)cc1)N1CCCCC1	64	37	57	34	57	81	35	19

Eleven entries out of the list, ordered by molecular weight, low to high.
SMILES	HOP-92	CCRF-CEM	EKVX	MDA-MB-435	HOP-62	RPMI-8226	M14	A549/ATCC
CCCC(=O)c1ccc(O)cc1	80	95	102	102	81	91	96	92
CCC[n+]1cccc(C(N)=O)c1	/	/	96	102	105	/	99	111
O=C(O)C1CCC(C(=O)O)CC1 (stereo not drawn)	99	103	110	112	100	100	/	103
O=C(O)C1CSC(c2cccs2)N1 (stereo not drawn)	/	95	102	103	115	95	/	101
Cc1c2ccccc2nc2c1ccc1cccnc12	106	78	63	83	105	65	85	60
CC(=O)N1c2ccccc2NC2=C(C(=O)NC2(C)C)C1c1ccco1 (stereo not drawn)	67	81	96	-19*	112	63	69	96
COc1cc(C(=O)NNC(=O)c2ccccc2C(=O)O)cc(OC)c1OC	55	5.0*	83	60	52	11	51	53
Cn1c(=O)c2[nH]c(N/N=C/c3cccc(Br)c3)nc2n(C)c1=O	/	83	115	104	109	82	104	96
O=C(c1ccc(Nc2nccc(NCCCNc3ccnc4cc(Cl)ccc34)n2)cc1)N1CCCCC1	64	37	57	34	57	81	35	19
COCCOC(=O)c1ccc2nc([C@@H](C)[C@H]3CC[C@H]4[C@@H]5CCC6=CC(=O)CC[C@]6(C)[C@H]5CC[C@]34C)[nH]c2c1	86	61	77	86	96	49	84	83
CCCCCCCCCCCCCCCCCCCCC/C=C\C[C@H](O)C/C=C1/C(=O)C=C[C@@H]1C/C=C\CCCC(=O)OC	66	113	95	99	89	99	94	102

(next part)
SMILES	HOP-92	CCRF-CEM	EKVX	MDA-MB-435	HOP-62	RPMI-8226	M14	A549/ATCC
CCOC(=O)c1ccc(NC(=O)C2(N3C(=O)c4ccccc4C3=O)CCCC2)cc1	101	121	143	136	131	136	97	102
NS(=O)(=O)c1cccc(N=Cc2c[nH]c3ccccc23)c1	78	98	91	84	87	97	92	100
c1nc(N2CCCCC2)c2[nH]cnc2n1	87	107	92	100	90	91	100	78
O=C(NNc1nc(Cl)nc(N2CCN(C(c3ccccc3)c3ccccc3)CC2)n1)c1ccccc1	52	-25*	64	59	48	58	11	99
CC(=O)OC1(C(C)=O)CCC2C3CCC4=C(C)C(=O)CCC4(C)C3CCC21C (stereo not drawn)	93	97	71	93	98	90	98	89
O=C(N/N=C/c1cccc(O)c1O)c1ccccc1	-4.3*	/	/	29	26	32	15	6.4*
O=C(Nc1ccc(C(=O)O)c(O)c1)c1ccc(C(=O)Nc2ccc(C(=O)O)c(O)c2)cc1	105	126	96	108	97	/	104	113
NCCCCCCN(CCO)CCO	87	104	93	112	65	107	90	81
CCCCCC/C=C1\CCC(CN2CCCC2)C1=O (stereo not drawn)	90	33	113	109	/	-12*	93	93
Cc1c(C(=O)N2CCN(c3ccccc3)CC2)[nH]c2ccc(Cl)cc2c1=O	91	89	93	96	94	88	98	85
CN1CCN(CCS(=O)(=O)Nc2cc(-c3ccc4ncnc(Nc5ccc(F)c(Cl)c5)c4c3)cnc2Cl)CC1	-10*	8.0*	-22*	0.4*	40	75	21	56
CCCCCCCCCC(=O)OCCCC(CCC(C)OC(=O)CCCCCCCCC)OC(=O)CCCCCCCCC (stereo not drawn)	96	108	106	108	102	101	102	90
O=C(CN1C(=O)CCC1=O)Nc1ncc(Cc2ccc(F)cc2)s1	100	105	93	102	105	105	103	108
CN(C)c1ccc(/C=C/C=N/NC(=O)c2cc(O)c(O)c(O)c2)cc1	/	16	/	97	103	100	97	98
O=S1(=O)CCOC1	/	/	/	108	104	107	108	101
CC(=O)Nc1nc(-c2ccc([N+](=O)[O-])cc2)c(CCC=O)c(=O)[nH]1	/	/	109	106	105	/	85	103
CC1=Nc2cccc3cccc(c23)NC(=O)C1	/	91	84	116	90	72	107	106
Cc1c(O)cc(-c2csc(N)n2)c(O)c1C	117	94	103	109	94	111	52	107
O=[N+]([O-])c1ccc(N2c3nc4ccccc4cc3Sc3cc4ccccc4nc32)cc1	62	81	105	94	79	92	94	/
c1ccc(CCn2cncc2-c2c[nH]c3ccccc23)cc1	58	92	74	97	78	76	90	95
O=c1nc2c(-c3ccccc3)n[nH]n2c2ccsc12	98	105	97	102	97	112	92	101
CN1CCN(CCCOc2ccc3ncnc(Nc4ccc(Oc5cccc(F)c5)c(Cl)c4)c3c2)CC1	31	-6.6*	30	-85*	49	-30*	-76*	21
COc1ccc(/C=C2/SC(=O)N(CCCC(=O)N3CCN(c4cc5c(cc4F)c(=O)c(C(=O)O)cn5C4CC4)CC3)C2=O)cc1OC	99	109	89	105	104	107	105	99
O=C(c1ccc(O)cc1)c1ccc(C(=O)c2ccc(O)cc2)cc1	54	64	89	99	95	15	92	73
O=S(=O)(Oc1ccc(/C=N/N=c2/sc(-c3ccccc3)cn2-c2ccccc2)cc1)C(F)(F)C(F)(F)C(F)(F)C(F)(F)C(F)(F)C(F)(F)F	107	101	106	104	93	102	/	105
[2H]C([2H])([2H])Oc1ccc(/C=C/C(=O)/C=C(O)/C=C/c2ccc(OC([2H])([2H])[2H])c(OC([2H])([2H])[2H])c2OC([2H])([2H])[2H])c(OC([2H])([2H])[2H])c1OC([2H])([2H])[2H]	75	57	86	71	84	47	86	86
O=C(c1ccccc1)c1ccccc1Cl	/	86	101	102	105	89	101	99
O=C(NN1C(=O)/C(=C/C=C/c2ccc([N+](=O)[O-])o2)SC1=S)c1ccncc1	-85*	-44*	-92*	-84*	-97*	-28*	-68*	-35*
CN(C)c1ccc(C(c2ccc(Cl)cc2)c2ccc(N(C)C)cc2)cc1	67	90	97	106	96	79	95	90
CCC1([N+](=O)[O-])COC(c2ccc(C)cc2)OC1 (stereo not drawn)	91	107	112	115	100	111	115	105
COc1ccc(/C=N\NC(=S)Nc2ccc(F)cc2)cc1OC	69&89	40&83	87&89	99&109	105&107	85&109	104&124	85&108
Cc1cn(-c2cc(C(=O)Nc3cccc(-c4cn(-c5ccc(S(N)(=O)=O)cc5)nn4)c3)cc(C(F)(F)F)c2)cn1	119	61	99	89	98	101	112	111
CCCCCCCCCC1OCC(CC)C(CCC)O1 (stereo not drawn)	78	98	109	107	107	104	107	100
Cc1nc(Nc2nc(C)c3ccc(OCCN4CCOCC4)cc3n2)[nH]c(=O)c1C	3.9*	-7.6*	-3.4*	-51*	-34*	7.1*	18	6.6*
COC(=O)c1cc(-c2cc(OC)c(OC)c(OC)c2)[nH]c1N/N=C/c1c(Cl)cccc1Cl	-35*	36	64	-2.1*	-44*	18	59	28
CS(=O)(=O)c1ccc(-c2cc3c(oc2=O)-c2ccccc2OC3O)cc1 (stereo not drawn)	38	59	98	111	95	91	101	104
OCCN(CCO)Cc1cc(Br)ccc1O	113	112	98	108	93	107	108	95
O=C(O)CN1C(=O)/C(=C/c2cc3cc4c(cc3nc2Cl)OCO4)SC1=S	/	87	101	105	105	100	107	109
COc1ccc(C2N=C(N)NC(Nc3nn[nH]n3)=N2)cc1OC (stereo not drawn)	96	98	93	101	110	96	104	100
O=C(CC(=O)c1ccccc1)CS(=O)(=O)c1ccccc1	/	90	/	130	86	/	96	107
COc1ccc(C(=O)/C=C/c2cccc(Br)c2)cc1S(N)(=O)=O	-9.8*	/	-68*	-5.7*	-87*	-16*	-93*	-86*
CCS(=O)(=O)c1ccccc1C(=O)NC	73	102	106	113	91	103	103	87
O=C(NNC(=O)c1ccc(Cl)cc1)c1ccc(Cl)cc1	90	95	95	101	109	100	102	104
COc1cccc2c1OC(c1ccc3noc(-c4ccc(C)cc4)c3c1)N1N=C(c3ccccc3)CC21 (stereo not drawn)	/	107	107	106	97	95	104	106
CC/C=C\C[C@H]1CC=C2C(=O)C=C[C@@H]2CC=CCCCC(=O)O[C@@H](CCCCC)CC=C2C(=O)C=C[C@@H]2CC=CCCCC(=O)O[C@@H](CCCCC)CC=C2C(=O)C=C[C@@H]2CC=CCCCC(=O)O[C@@H](CCCCC)CC=C2C(=O)C=C[C@@H]2CC=CCCCC(=O)O1	7.8*[7.9 µM]	9.4*[7.9 µM]	64[7.9 µM]	-23*[7.9 µM]	9.0*[7.9 µM]	0.2*[7.9 µM]	-3.1*[7.9 µM]	39[7.9 µM]
CC(C)C1=NOC(=O)C1=Cc1cn(-c2ccco2)nc1-c1ccccc1	94	33	100	92	79	6.6*	86	99
COc1ccccc1C(=O)/C=C/c1cc2cccc(OC)c2[nH]c1=O	11	-4.9*	7.3*	6.4*	-8.8*	-15*	9.6*	21
O=C1OC2C(I)C3C(C4CCCCC4)C1C23 (stereo not drawn)	100	/	99	102	100	99	108	94
O=C(Nc1nc2ccc(C(=O)c3ccccc3)cc2[nH]1)OC1COC1	/	105	85	16	76	103	66	101
Cn1cc(-c2nonc2-c2cn(C)c3ccccc23)c2ccccc21	49	9.7*	40	-34*	21	14	6.3*	22
CN(C)c1ccc2[nH]c3ccccc3c2c1	87	94	91	108	86	99	111	86
O=c1c2cc(F)ccc2sc2c(NCCCN3CCOCC3)nc3ccccc3c12	93	90	91	103	105	/	109	100
CCOC(=O)/C(=C/c1ccc(OC)c(OC)c1)P(=O)(OCC)OCC	/	91	/	96	102	99	97	97
O=C1c2ccccc2C(=O)N1CCCI	92	104	103	93	115	99	102	95
Cc1cn([C@]2(CF)O[C@H](CO)C2C)c(=O)[nH]c1=O (stereo partly drawn)	107	114	106	133	63	150	118	109
O=C(c1ccc([N+](=O)[O-])c([N+](=O)[O-])c1O)n1[nH]c(=O)c2ccccc2c1=O	79	31	66	54	76	27	79	78
COc1ccc(Cc2cc(-c3ccccc3)nn(Cc3ccccc3)c2=O)cc1OC	28	43	14	44	69	15	38	20
O=c1c(O)c(-c2ccccc2)oc2ccc(O)cc12	74	62	58	95	83	77	81	85
CC(=O)N1N=C(c2ccc(Br)cc2)CC1c1cccc(Nc2ccnc3cc(C(F)(F)F)ccc23)c1 (stereo not drawn)	82	77	90	74	86	53	84	80
COc1cc(-c2csc(NC(=O)Nc3cc(Cl)cc(Cl)c3)n2)cc(OC)c1OC	-14*	14	1.7*	27	-65*	14	-6.3*	-46*
Next part
SMILES	HOP-92	CCRF-CEM	EKVX	MDA-MB-435	HOP-62	RPMI-8226	M14	A549/ATCC
CCCCCN(CCCCC)C(=O)C(C)C	100	106	100	100	99	103	93	94
COc1ccc(Nc2ncccc2/C=C/c2cc(OC)c(OC)c(OC)c2)cc1OC	72	79	82	89	85	68	93	78
Cc1cc(N2CCCCCC2)nc(N2CCN(CC(=O)Nc3ccc4c(ccn4C)c3)CC2)n1	88	92	93	105	94	88	92	95
CCN1C(=O)NC(c2ccccc2)C1=O (stereo not drawn)	/	90	105	100	111	105	99	97

Compound activity deposited in PubChem BioAssay by NCI.
